D1 antagonist: antagonists of human D1 dopamine receptor; P21728; HEK293 TREx D1 cells, calcium flux, dopamine EC80; stronger effect = lower value; activity change, negative = inhibition, % at 10 µM; 360,000 compounds, 3.2% hits; AID 504652; in the data active means activity change below about -30%; further: on the % scale 0 is the no-effect control and ±100 the full control effect
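Kinetic fluorescence of a calcium dye serves as the read-out. D1-expressing Hek293 Trex cells, induced overnight at 30 C, are exposed to compound for 180 s before an EC80 dopamine addition, then read 180 s further.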
RXFP1 agonist: activates the human relaxin receptor RXFP1. Q9HBX9. HEK293T-RXFP1 cAMP TR-FRET, 30 min; response scale: percent of porcine relaxin response, buffer zero. Potency, µM (series often up to 57.5 µM), without a hit: at the highest dose activation, usual class: activators. 370,000 compounds, 0.3% hits; further: potency means the concentration at half of the fitted maximal effect; on the % scale 0 is the no-effect control and ±100 the full control effect; nearly all actives have a fitted effect of over 60% in size; many of its hits are not listed in these tables
Target sequence (Q9HBX9 whole entry, looked up): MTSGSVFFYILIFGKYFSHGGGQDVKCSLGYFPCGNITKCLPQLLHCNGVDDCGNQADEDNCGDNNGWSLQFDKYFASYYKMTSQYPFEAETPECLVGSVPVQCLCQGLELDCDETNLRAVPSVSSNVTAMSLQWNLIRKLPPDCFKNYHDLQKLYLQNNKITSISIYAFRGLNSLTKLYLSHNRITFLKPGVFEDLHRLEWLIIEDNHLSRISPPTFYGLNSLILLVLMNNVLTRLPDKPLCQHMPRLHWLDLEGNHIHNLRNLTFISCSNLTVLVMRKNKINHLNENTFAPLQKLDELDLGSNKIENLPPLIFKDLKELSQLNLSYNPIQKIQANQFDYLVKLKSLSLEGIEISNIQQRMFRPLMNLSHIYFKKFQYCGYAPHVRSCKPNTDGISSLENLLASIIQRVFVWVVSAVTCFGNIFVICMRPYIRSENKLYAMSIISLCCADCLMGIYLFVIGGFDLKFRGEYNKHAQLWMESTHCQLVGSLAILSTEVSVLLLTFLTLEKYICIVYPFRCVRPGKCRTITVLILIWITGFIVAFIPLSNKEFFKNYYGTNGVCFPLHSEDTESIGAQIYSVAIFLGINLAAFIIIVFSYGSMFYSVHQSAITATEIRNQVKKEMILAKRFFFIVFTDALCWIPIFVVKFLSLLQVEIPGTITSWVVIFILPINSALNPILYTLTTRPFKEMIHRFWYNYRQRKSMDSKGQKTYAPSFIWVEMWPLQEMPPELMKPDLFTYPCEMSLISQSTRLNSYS
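HEK293 cells stably expressing RXFP1, treated 30 min at 37C with compounds plus PDE4 inhibitor Ro 20174; cAMP measured by HTRF TR-FRET. Normalized to buffer and 29 nM porcine relaxin; EC50 by Hill fit.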
D2 potentiator: positively modulates the human D2 dopamine receptor allosterically; P14416; potentiation, % at 10 µM; 340,000 compounds, 0.34% hits; HEK293 T-REx D2, calcium flux, EC20 dopamine potentiation; AID 485347;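 active means potentiation over 3 SD above the plate norm, cut at about 30% in these data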; further: 0% is about no effect
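Calcium flux readout, no-wash dye, 1 read/s. Inducible HEK293 Trex D2 line, overnight 30 C. Compound alone 180 s (agonist flags), then EC20 dopamine, another 180 s to score potentiation.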
TRHR enhancer: allosteric enhancers of human TRH receptor | TRHR cells, fluo-8 calcium fluorescence, EC20 TRH enhancement | enhancement, % at 2 µM | P34981 | 360,000 compounds, 0.66% hits; in the data active means enhancement above about 30%; further: 0% is about no effect
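Enhancer read-out: after compound pinning and an initial kinetic agonist-mode read, an EC20 of TRH (10 nM final) was injected and fluo-8 calcium signal (Ex 480/Em 530) followed at 1 s/cycle for 100 cycles in TRHR-expressing cells.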
TRHR ag: activates the human TRH receptor | TRHR cells, calcium flux fluo-8, FDSS agonist mode | P34981 | activation, % at 2 µM | 360,000 compounds, 0.18% hits; in the data active means activation above about 30%; further: 0% is about no effect
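In this calcium-flux screen, cells bearing human TRHR are dye-loaded with fluo-8, baselined for 10 cycles, then exposed to library compounds; positive kinetic calcium responses during the agonist phase mark hits, with TRH as control.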
D1 ag: activates the human D1 dopamine receptor. P21728. HEK293 T-REx D1 cells, calcium flux, agonist mode. activation, % at 2 µM. 360,000 compounds, 1% hits. AID 504660; in the data active means activation above about 30%; further: 0% is about no effect
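Inducible HEK293 T-REx D1 cells, force-coupled to calcium signalling, were plated at 4000 cells/well with tetracycline and held overnight at 30 C. After no-wash calcium dye loading, compound-evoked calcium rise over 180 s flagged agonists.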
RXFP1 antagonist: antagonists of human relaxin receptor RXFP1 | Q9HBX9 | HEK293-RXFP1, relaxin-stimulated cAMP HTRF, 30 min; stronger effect = lower value | activity change, negative = inhibition, % at 57.5 µM | 350,000 compounds, 0.59% hits | AID 1259400;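 active means activity change of -60% or lower, but not beyond a set lower limit; inconclusive means change between -60% and -40%, or beyond the set limit; inactive means change above -40%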; further: on the % scale 0 is the no-effect control and ±100 the full control effect
D1 PAM: enhances dopamine response at the human D1 receptor | P21728 | HEK293 TREx D1 cells, calcium flux, dopamine EC20 potentiation | potentiation, % at 10 µM | 360,000 compounds, 0.036% hits | AID 504651; in the data active means potentiation above about 30%; further: 0% is about no effect
Apoferritin bind: binds horse apoferritin like a general anesthetic; apoferritin/1-aminoanthracene competitive binding, fluorescence; Potency, µM (highest dose often 77.5 µM), for inactives: at the highest dose activity change, negative = displacement, hits mostly inhibitors; 350,000 compounds, 0.074% hits; AID 485281; further: potency means the concentration at half of the fitted maximal effect; on the % scale 0 is the no-effect control and ±100 the full control effect; nearly all actives have a fitted effect of over 20% in size
Target sequence (P02791 2-175 limits assumed): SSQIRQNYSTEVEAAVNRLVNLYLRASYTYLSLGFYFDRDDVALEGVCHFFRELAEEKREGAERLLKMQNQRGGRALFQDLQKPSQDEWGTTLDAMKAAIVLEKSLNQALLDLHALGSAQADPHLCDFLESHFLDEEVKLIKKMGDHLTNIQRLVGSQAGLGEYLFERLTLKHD
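Horse-spleen apoferritin (10 uM) in 50% saturated 1-aminoanthracene in PBS was incubated 10 min at room temperature with compound. Fluorescence (ex 380, em 535 nm) was normalized to free and bound 1-AMA, with concentration-response fitted by a four-parameter Hill equation.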
Starred values were filed as active, the others as inactive; ? = inconclusive; · = not tested or not shown; [ ] = dose if it differs, or a comment. Unless noted, the call rests on the fitted dose curve; in most records, active means well fitted curve in the direction sought with a large enough effect; inconclusive means small, poorly fitted or top-dose-only effect, or another doubt; inactive means no such curve, though single readings can be large; an effect the other way counts as inactive or inconclusive. These rows are one share of the data; the hit share may differ from the screen's.

SMILES	D1 antagonist	RXFP1 agonist	D2 potentiator	TRHR enhancer	TRHR ag	D1 ag	RXFP1 antagonist	D1 PAM	Apoferritin bind
CCOC(=O)c1cnc2cc(C)nn2c1C	-4	2.4%	-5	4	-1.1	1	-23	0	-11%
C=CCc1cccc2cc(C(=O)N3CCOCC3)c(=O)oc12	9	1.9%	6	1	-2.9	1	0	1	-5%
O=C(NCCc1ccc(Cl)cc1)c1ccc(CS(=O)Cc2ccc(Cl)cc2)o1 (configuration not stated)	-5	0.8%	9	-2	-0.2	1	-19	-9	-5%
C=CCSc1nnc(-c2cc(C(C)(C)C)nn2Cc2ccc(F)cc2)n1C	4	1.4%	-2	4	-1.4	1	-5	1	5%
COc1ccc(N2CCN(C(=O)COC(=O)c3ccc(-n4nc(C)cc4C)cc3)CC2)cc1	-11	-1.9%	-10	2	0.0	2	-20	-3	·
COCCN1C(=O)c2ccccc2C(C(=O)Nc2ccc3c(c2)OCCO3)C1c1ccc(F)cc1 (configuration not stated)	6	-0.1%	·	1	-0.1	1	6	1	-11%
CN(C)S(=O)(=O)N(CC(=O)NCCSCc1ccc(Cl)cc1)c1ccccc1	-3	0.7%	-9	6	-1.3	1	10	-5	-6%
CCN(CC)CCNC1=CC(=O)OC12CCCCC2	-16	2.4%	0	8	0.6	2	1	-1	0%
Cc1ccc(NC(=O)Cn2cnc3nc4c(cc3c2=O)CCCC4)cc1Cl	6	3.2%	-3	-4	-0.2	6	-8	3	-13%
O=C1/C(=C\c2ccc3ccccc3c2)CCCc2ccccc21	5	0.7%	-25	3	-1.3	-2	-10	-5	?
COCCNC(=O)CSCc1nc(-c2ccc(SC)cc2)oc1C	-17	11%	14	1	-0.2	0	-15	-3	-10%
CCCCc1nnc(NC(=O)C2CC(=O)N(Cc3ccccc3)C2)s1 (configuration not stated)	12	1.0%	-4	1	0.0	3	-1	18	-17%
O=C(NCCC1CCCCN1S(=O)(=O)c1ccccc1)C(=O)NCc1ccncc1 (configuration not stated)	6	-0.6%	0	6	0.0	0	-1	-4	·
CC1CC(OCC(O)CN2CCN(Cc3ccccc3)CC2)CC(C)(C)C1 (configuration not stated)	16	0.4%	-21	7	0.2	6	7	-1	?
O=C(NC1CCCCC1)c1ccc2c(c1)sc1nc(-c3ccccc3)cn12	-5	5.7%	2	-5	0.3	0	-2	0	-12%
N#CCc1nn(-c2ccccc2)c2ncnc(N)c12	8	14%	9	6	0.6	3	4	4	9%
CC(/C=N/NC(=O)Cc1cc(=O)[nH][nH]1)=C\c1ccccc1	1	-1.1%	4	-9	0.1	57*	-21	-9	?
NC(=S)N/N=C/c1ccc(-c2cc(Cl)cc(Cl)c2)o1	6	2.2%	-8	2	-0.5	0	-14	-6	?
CN(C)S(=O)(=O)N1CCN(c2ccc(Cl)cc2)CC1	-10	2.6%	-9	1	1.8	1	22	-1	-15%
CCCc1cnc2c(c1SCC(=O)Nc1ccccc1F)c(=O)n(C)c(=O)n2C	·	2.4%	1	-7	-0.1	4	2	0	0%
Cn1cccc1C(=O)NC(=O)CSc1nnc(C2CC2)n1-c1ccccc1	6	0.2%	·	-2	0.9	3	8	-5	-10%
COc1cc(OC)c(NC(=O)CN(C)S(=O)(=O)c2ccc3c(c2)CCCC(=O)N3)cc1Cl	-7	-0.3%	-3	-4	-1.1	7	·	0	-2%
Nc1c(C(=O)O)sc2nc(-c3ccc(F)cc3)cc(-c3ccccc3)c12	0	9.8%	3	4	0.0	1	-11	-2	-11%
Clc1ccc(OCCCCCN2CCCC2)c(Br)c1	-10	-0.9%	-44	1	0.0	73*	-30	-6	-11%
Cc1ccc(OCCn2cc(/C(N)=N/O)c3ccccc32)cc1C	4	2.2%	-7	11	0.2	1	-12	0	?

Rewritten comma-delimited: part of the list above
mol,D1 antagonist,RXFP1 agonist,D2 potentiator,TRHR enhancer,TRHR ag,D1 ag,RXFP1 antagonist,D1 PAM,Apoferritin bind
C=CCc1cccc2cc(C(=O)N3CCOCC3)c(=O)oc12,9,1.9%,6,1,-2.9,1,0,1,-5%
O=C(NCCc1ccc(Cl)cc1)c1ccc(CS(=O)Cc2ccc(Cl)cc2)o1 (configuration not stated),-5,0.8%,9,-2,-0.2,1,-19,-9,-5%

Remaining list, next part
SMILES	D1 antagonist	RXFP1 agonist	D2 potentiator	TRHR enhancer	TRHR ag	D1 ag	RXFP1 antagonist	D1 PAM	Apoferritin bind
CC(Oc1ccc(F)cc1)C(=O)N(Cc1ccccc1)c1c(N)n(Cc2ccccc2)c(=O)[nH]c1=O (configuration not stated)	12	-0.2%	-1	3	-0.5	2	-11	-8	·
Cc1ccc(C2=NN(C(=O)CSc3nc4ncc(Cl)cc4[nH]3)C(c3ccco3)C2)cc1 (configuration not stated)	-3	9.2%	12	12	0.3	1	-10	-3	?
COc1ccc(CN(CCO)CCO)cc1[N+](=O)[O-]	4	0.4%	23	16	0.4	2	-5	5	-6%
CN(C)C(=S)Nc1ccc(S(=O)(=O)N2CCCCC2)cc1	-15	0.4%	7	-5	0.4	3	2	-2	2%
Cc1nn(-c2ccccc2)c2c1c(C)c(CCC(=O)N1CCOCC1)c(=O)n2C	-25	3.8%	6	-2	-0.2	1	22	0	-6%
COc1cccc(C2=NN(C(=O)c3ccc(C)o3)C(O)(C(F)(F)F)C2)c1 (configuration not stated)	3	1.0%	-2	1	0.1	8	?	0	-14%
CCN(c1ccccc1)S(=O)(=O)c1ccc(C(=O)NCc2ccccn2)cc1	10	-0.4%	7	0	-0.1	6	-2	1	·
CCOC(=O)C1=C(C)N=c2s/c(=C\c3ccc(OCC(=O)O)cc3)c(=O)n2C1c1ccc(Cl)cc1 (configuration not stated)	2	-0.7%	-2	4	8.6	38*	-24	-5	6%
COC(=O)c1c(NC(=O)COC(=O)c2ccc(C)s2)sc2c1CCCCC2	-13	2.0%	-5	-1	0.2	3	9	2	3%
COc1cccc(C(=O)CSc2nnc(-c3ccco3)n2CC2CCCO2)c1 (configuration not stated)	2	0.5%	6	-2	-0.8	1	-3	-5	-4%
O=C(Nc1ccc(Cl)cc1)C1=Cc2cc(Cl)ccc2OC1	9	-1.0%	-15	-8	1.2	9	-6	-3	0%
COc1ccc(/C=C2/NC(=O)N(CC(=O)Nc3cccc(C)c3)C2=O)cc1O	-5	-0.7%	-4	-5	0.8	1	-22	-2	-15%
CCn1nnnc1NCc1ccc(SC)cc1	-8	0.2%	-8	-4	-1.2	4	4	1	-5%
O=C(Cc1cccs1)N/N=C/C(Cl)=C/c1ccccc1	-7	-0.4%	·	1	0.8	2	-27	3	-4%
CCCc1cc(=O)oc2cc(C)cc(OC(C)C(=O)NCCCN3CCOCC3)c12 (configuration not stated)	1	3.6%	-17	1	-0.1	5	42	-10	-5%
CC1CCN(S(=O)(=O)c2ccc(Cl)cc2)CC1	-4	0.0%	-8	2	-0.7	0	7	1	-17%
CC(C)N=C1CC(C)(C)CC(=O)/C1=C(/O)CCCN1C(=O)c2ccccc2C1=O	2	-3.3%	-1	2	-0.6	-2	0	2	-10%
Cc1cc(NC(=O)CCC(=O)N(c2ccccc2)C(C(=O)NC2CCCC2)c2ccccc2C)no1 (configuration not stated)	4	-2.8%	5	0	-0.8	1	10	3	-11%
Cc1cccc(CCNCc2c(C(=O)O)c(C)n(-c3ccccc3)c2C)c1	2	-2.3%	11	-5	0.4	0	-6	-5	-18%
COc1ccc(N=C2NC(=O)/C(=C\c3ccco3)S2)cc1	-5	-1.9%	-5	-1	0.4	0	-3	-5	?
CC(=O)OC(C(=O)NC1CCCCC1)c1ccc(Cl)cc1 (configuration not stated)	-12	0.1%	0	-3	0.5	0	8	-5	-12%
Cc1c(C(=O)N2CCN(c3ncccn3)CC2)sc2nc3n(c(=O)c12)CCCC3	3	16%	3	10	0.0	0	-2	-2	-9%
Cc1ccc(NC(=O)Cn2ccsc2=N)cc1S(=O)(=O)N(C)C	-7	0.5%	-24	1	0.3	3	-1	-5	-9%
CCOC(=O)c1ccc(N=C2SC(C(=O)NC)CC(=O)N2CCc2ccccc2)cc1 (configuration not stated)	-1	-1.2%	-1	1	1.7	7	-18	-4	-9%
CC(NC(=O)/C(C#N)=C/c1ccc(OCC(=O)O)cc1)c1ccccc1 (configuration not stated)	0	4.8%	3	4	0.2	4	-2	0	-9%

(cont.)
SMILES	D1 antagonist	RXFP1 agonist	D2 potentiator	TRHR enhancer	TRHR ag	D1 ag	RXFP1 antagonist	D1 PAM	Apoferritin bind
Cc1cccc(C(=O)N/N=C/c2coc3ccccc3c2=O)c1	-7	-2.4%	9	-5	0.9	1	-4	5	-19%
CCOC(=O)c1ccc(NC(=O)Cn2cc3c(n2)CCC(C)C3)cc1 (configuration not stated)	-30*	0.5%	-2	2	0.4	-2	·	-3	3%
Cc1c(-c2ccccc2)c(=O)oc2c(CN3CCN(C)CC3)c(O)ccc12	-5	22%	-4	-2	-0.2	-1	·	-4	·
C=CCn1c(SCc2cccc(F)c2)nc2cc(C(=O)N3CCC(C(N)=O)CC3)ccc2c1=O	0	0.4%	-1	0	-0.7	1	·	-2	-2%
CCOc1ccc(C(=O)CCC(=O)NCC(=O)OCc2ccccc2)cc1OCC	25	-0.8%	6	20	-0.4	-2	-11	5	4%
CCOc1ccc(-n2c(O)cc(=O)[nH]c2=O)cc1	-4	-3.4%	3	-2	0.6	4	5	-5	-1%
C=CCN1c2ccccc2[C@]23C[C@@H](C(=O)OC)N=C2NC(C(=O)OC)=C(C(=O)OC)[C@H]13	-4	0.0%	·	2	-0.3	1	·	1	-14%
COC(=O)/C(=C\c1ccc2c(c1)c1ccccc1n2C)NC(=O)c1ccccc1	3	-0.2%	-2	4	0.2	2	-9	0	60%[activator]
CCOC(=O)c1c(NC(=O)c2cc(C(C)C)on2)sc(C)c1C	11	0.8%	2	8	0.7	4	-6	-1	0%
Cc1ccc(C(C)C)c(OCC(=O)NNC(=O)C(C(C)C)N2C(=O)c3ccccc3C2=O)c1 (configuration not stated)	2	-1.0%	-17	-5	0.3	6	3	1	-9%

Random excerpt: 2 records from the list
SMILES	D1 antagonist	RXFP1 agonist	D2 potentiator	TRHR enhancer	TRHR ag	D1 ag	RXFP1 antagonist	D1 PAM	Apoferritin bind
Cc1c(-c2ccccc2)c(=O)oc2c(CN3CCN(C)CC3)c(O)ccc12	-5	22%	-4	-2	-0.2	-1	·	-4	·
Cc1ccc(C(C)C)c(OCC(=O)NNC(=O)C(C(C)C)N2C(=O)c3ccccc3C2=O)c1 (configuration not stated)	2	-1.0%	-17	-5	0.3	6	3	1	-9%

Screening results from PubChem BioAssay.
